LmPK inhibitor: blocks Leishmania mexicana pyruvate kinase activity. AID 1721. Potency, µM (top dose mostly 57.5 µM), without a hit: at the top dose activity change, negative = inhibition, most hits filed as inhibitors. hit rate 0.37% among 290,000. purified LmPK, Kinase-Glo ATP luminescence, 1 h; also: potency is read from the fitted curve at half-maximal effect; % is scaled to controls: 0 for no effect and ±100 for the full control effect
Target sequence (Q27686 whole entry, looked up): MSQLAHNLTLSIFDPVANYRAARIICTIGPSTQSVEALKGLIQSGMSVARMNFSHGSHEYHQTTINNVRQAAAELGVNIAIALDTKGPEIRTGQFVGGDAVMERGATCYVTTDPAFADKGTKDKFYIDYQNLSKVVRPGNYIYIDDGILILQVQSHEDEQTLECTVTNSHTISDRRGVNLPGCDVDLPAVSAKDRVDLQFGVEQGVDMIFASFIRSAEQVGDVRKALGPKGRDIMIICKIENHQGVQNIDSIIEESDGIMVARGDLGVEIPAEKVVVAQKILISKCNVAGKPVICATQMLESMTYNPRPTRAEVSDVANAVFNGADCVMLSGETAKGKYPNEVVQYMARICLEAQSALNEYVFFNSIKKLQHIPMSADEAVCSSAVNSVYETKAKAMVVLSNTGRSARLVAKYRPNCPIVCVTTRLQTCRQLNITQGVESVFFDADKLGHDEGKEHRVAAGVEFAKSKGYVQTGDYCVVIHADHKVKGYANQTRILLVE
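In 50 mM imidazole pH 7.2 with 7 mM MgCl2, LmPK (0.1 nM) turned over PEP (0.5 mM) and ADP (0.1 mM) for 1 h at room temperature. Luciferase read-out of ATP.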
HCV inh: blocks hepatitis C virus. Huh7.5.1 HCVcc-Cre infection, luciferase reporter, 44 h. AID 651820. Potency, µM (highest dose often 41.8 µM), inactives show at the top dose activity change, negative = inhibition, hits mostly inhibitors. hit rate 3.4% among 340,000; also: potency is read from the fitted curve at half-maximal effect; % is scaled to controls: 0 for no effect and ±100 for the full control effect
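Compounds are dispensed onto cells plated 4 h earlier at 1,000 per well, with HCVcc-Cre virus (about 0.5 moi) added next. Following 44 h of culture, luminescent signal is measured for 15 sec after 15 min with substrate at room temperature.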
Tb PYK inh: T. brucei pyruvate kinase inhibition; Q57TT1; TbPYK enzyme, Kinase-Glo Plus ATP luminescence, 45 min; Potency, µM (highest dose often 76.8 µM), for inactives: at the top dose activity, negative = inhibition, hits mostly inhibitors; hit rate 0.12% among 410,000; AID 624173; also: potency is read from the fitted curve at half-maximal effect; % is scaled to controls: 0 for no effect and ±100 for the full control effect; nearly all actives have a fitted effect of over 50% in size
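Luminescence from Kinase-Glo Plus, added after a 45-minute room-temperature reaction, served as the end-point read-out. The enzyme and substrate were preincubated with compound before ADP (130 uM final) initiated turnover. Concentration-effect curves came from normalized qHTS data.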
CHX counter: counter-screen for Shiga toxin inhibitors: cycloheximide protein synthesis inhibition; hit rate 12% among 300,000; cell reporter, cycloheximide protein synthesis inhibition counterscreen; max response, %; AID 2314; in the data active = max response mostly above about 13%, no sharp cut-off; inactive = mostly below about 14%; also: read at 38.3 µM for the half of the compounds with a filed dose; 0% is about no effect
Shiga toxin inh: blocks Shiga toxin action in Vero cells | Vero cells, Shiga toxin protein synthesis inhibition reporter | inhibition, % at 38.7 µM | hit rate 9.2% among 290,000 | AID 2315; in the data active = inhibition mostly above about 28%, no sharp cut-off; inactive = mostly below about 43%; also: 0% is about no effect
Pf growth 96h: P. falciparum growth inhibition at 96 hour, primary screen for plastid delayed-death inhibitors; hit rate 6.9% among 320,000; AID 504834; P. falciparum luciferase reporter growth, 96 h; Potency, µM (highest dose often 28.7 µM), without a hit: at the top dose activity change, negative = inhibition, usual class: inhibitors; also: potency is read from the fitted curve at half-maximal effect; % is scaled to controls: 0 for no effect and ±100 for the full control effect
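Cell-based qHTS: luciferase-tagged P. falciparum in erythrocytes (2% hematocrit, 0.05% parasitemia final) incubated with compounds for 96 hours, 37 C, 5% CO2; luciferase detection reagent then added and luminescence measured.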
Pf growth 48h: P. falciparum growth inhibition at 48 hours (one generation). P. falciparum luciferase growth in erythrocytes, 48 h. hit rate 5.9% among 310,000. Potency, µM (doses to about 28.7 µM), for inactives: at the top dose activity change, negative = inhibition, hits mostly inhibitors; also: potency is read from the fitted curve at half-maximal effect; % is scaled to controls: 0 for no effect and ±100 for the full control effect
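Luciferase-expressing parasites in RBCs, 2% Hct / 0.1% parasitemia final; RPMI 1640 + 0.5% Albumax; 37 C, 5% CO2, one generation; luminescence read-out, lower signal = inhibition.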
Numbers without * were called inactive; ? = inconclusive; nt = no result given; [ ] = dose if it differs, or a comment. Unless noted, calls follow the shape of the dose curve; as a rule, active = well fitted curve in the direction sought with a large enough effect; inconclusive = small, poorly fitted or top-dose-only effect, or another doubt; inactive = no such curve, though single readings can be large; an effect the other way counts as inactive or inconclusive. This is a random part of the collection. About 24% of those tested had a hit in this group.

Value order – Shiga toxin inh	CHX counter	Tb PYK inh	Pf growth 48h	Pf growth 96h	HCV inh	LmPK inhibitor
CCCC(c1nnnn1Cc1ccc2c(c1)OCO2)N1CCC(C(N)=O)CC1 (stereo unspecified)
  3	-3	-1%	-5%	-8%	7%	-1%
Cc1ccc(S(=O)(=O)c2c(C)cc(C)nc2N2CCCC2)cc1
  -15	1	4%	-18%	-11%	3%	1%
CC(C)N1CC2=C(C1=O)C(c1ccc(O)cc1)NC(=O)N2C (stereo unspecified)
  -8	-4	-3%	-11%	-2%	7%	-4%
CC1(C)CC(=O)/C(=C(/O)Cc2ccccc2)C(=NCCc2ccccc2)C1
  -15	-3	6%	?	?	0%	5%
Cc1cccc(Nc2ncnc3c2cnn3C)c1
  31	9	-4%	8%	-30%	7%	-1%
Cc1ccc(OCC(=O)NCCC2=CCCCC2)cc1
  -52	18	2%	-1%	?	-10%	4%
COc1cccc(N(CC(=O)NC(C)(C)C)C(=O)C2CSC(=O)C2)c1 (stereo unspecified)
  11	7	3%	-1%	-8%	8%	-1%
CN1CCN(S(=O)(=O)c2ccc(-c3ccc(S(=O)(=O)N4CCN(C)CC4)cc3)cc2)CC1
  10	-3	nt	12%	-11%	nt	2%
COc1cccc(/C=C/C(=O)OCC(=O)Nc2ccc(Cl)c(S(=O)(=O)N(C)C)c2)c1OC
  2	8	6%	-16%	?	7%	1%
Cn1c(=O)cc(OCC(=O)NC2CCCCC2)c2ccccc21
  -8	-2	nt	14%	38%[activator]	1%	-2%
COc1ccc(-c2cc3nc(C)c(CCC(=O)N4CCN(c5ccccn5)CC4)c(C)n3n2)c(OC)c1
  14	6	7%	?	?	-13%	2%
Cc1n(CC(O)COC2CCCCC2)c2ccccc2[n+]1C (stereo unspecified)
  -3	-5	-8%	6.6µM*	27%	19%	-4%
O=C(COC(=O)CCCN=C1NS(=O)(=O)c2ccccc21)NNC(=O)c1ccccc1
  nt	nt	-3%	1%	23%	-3%	nt
CCC(Sc1nc2ccncc2[nH]1)C(=O)Nc1ccc(C)c(Cl)c1 (stereo unspecified)
  0	-2	2%	11%	54%[activator]	-7%	-4%
CC(C)C(=O)Nc1cccc(NC(=S)NC(=O)c2cccs2)c1
  75*	33*	4%	99%[activator]	31%[activator]	-34%	-3%

Value order – Shiga toxin inh	CHX counter	Tb PYK inh	Pf growth 48h	Pf growth 96h	HCV inh	LmPK inhibitor
CC(=O)Nc1nc(C)c(-c2nc3ccc([N+](=O)[O-])cc3[nH]2)s1
  37	17*	-3%	14%	-29%	6%	1%
O=C(COc1ccc(Cl)cc1)Nc1ccc2oc(=O)ccc2c1
  6	-4	-1%	-3%	77%[activator]	5%	-2%
CCC(Cc1ccccc1)NC(=O)CN1C(=O)CSc2ncccc21 (stereo unspecified)
  7	-5	1%	3%	?	13µM*	-1%
CC1(c2ccccc2)NC(=O)N(CC(=O)NC(=O)NC2CCCC2)C1=O (stereo unspecified)
  21	4	5%	nt	-44%	-1%	12%
CC(C)OCCCNC(=O)c1cn(C)c2ccc(S(=O)(=O)N3CCCC3)cc2c1=O
  -6	1	1%	?	?	14%	6%
N#Cc1c(N2C(=O)Nc3ccccc3N2O)sc2c1CCCC2
  -4	-6	-3%	43%[activator]	140%[activator]	10%	-5%[11.5 µM]
O=C(c1cccc(S(=O)(=O)N2CCOCC2)c1)N1CCN(c2ccc(F)cc2)CC1
  -8	-3	-19%	?	6%	7%	1%
CCN(CC)S(=O)(=O)c1cc(OC)c(C)cc1C
  -3	-3	-1%	22%[1.15 µM]	-7%	12%	0%
COc1cc(C(=O)NCCc2ccc(S(N)(=O)=O)cc2)cc(OC)c1OC
  -2	-2	-6%	15%	-13%	0%	5%
Cc1cc(O)ccc1NC(=O)c1ccccc1
  -6	-7	0%	27%	?	5%	-6%
CSc1nc(NCc2ccco2)c2ccccc2n1
  14	-4	-3%	nt	-32%	-26%	-5%
COc1ccc(NCC(=O)N/N=C/C2CCCCC2)cc1
  -4	1	0%	3%	0%	6%	-1%
CCCCNS(=O)(=O)c1ccc(OC)c(Cl)c1Cl
  -11	-4	nt	-6%	46%[activator]	1%	0%
CC(C)(C)NC(=O)C(c1ccncc1)N(C(=O)C1CSC(=O)C1)c1ccccc1 (stereo unspecified)
  -4	1	3%	8%	-3%	8%	3%
Cc1cc(C)c(C#N)c(Sc2nnnn2-c2ccccc2)n1
  -3	-4	-2%	-3%	2.3µM*	14%	-1%

Value order – Shiga toxin inh	CHX counter	Tb PYK inh	Pf growth 48h	Pf growth 96h	HCV inh	LmPK inhibitor
CC(C)(C)NC(=O)c1oc2ccccc2c1COc1ccccc1
  -6	4	-10%	?	0%	-28%	3%
CCOc1ccc(CNC(=O)c2ccc(NC(=O)C3=CSCCO3)cc2)cc1
  20	34*	-5%	0%	?	5%	1%
COc1ccccc1N(C)S(=O)(=O)c1ccc(C(=O)NC(C)(C)C)cc1
  34	15	-2%	nt	?	-6%	7%
CNc1nc(-c2ccc3c(c2)CCN3C(=O)c2ccccc2F)cs1
  95*	54*	1%	?	43%[activator]	11µM*	-28%
COc1ccc(C(C)=O)cc1Cn1nc(C)c([N+](=O)[O-])c1C
  4	1	-7%	19µM*	?	?	-9%
O=C(COC(=O)/C=C/c1ccc(C(F)(F)F)cc1)NC1CC1
  nt	nt	-2%	12%	32%[activator]	-4%	nt
Cc1c(N=Nc2ccc(O)cc2)c(=O)n(-c2ccccc2)n1C
  -8	-1	2%	15%	?	18%	1%
CC(C)Cn1c(N)c(C(=O)COC(=O)CCc2nc3ccccc3s2)c(=O)n(C)c1=O
  2	7	8%	21%	15%	?	2%
O=C(c1cccc(Cl)c1)N1CCC(N2CCC(C(=O)N3CCCC3)CC2)CC1
  -1	21*	-8%	?	15µM*	?	2%
COC(=O)c1ccc(OCc2nc(N)nc(N3CCOCC3)n2)cc1
  24	-6	-4%	1%	-27%	9%	-7%
c1cncc(CNC2=NCCCCC2)c1
  -5	-2	2%	18%	24%	4%	8%
CCc1ccccc1NC(=O)CC1CS(=O)(=O)CC1CC(=O)Nc1ccccc1CC (stereo unspecified)
  -16	-7	2%	-1%	-25%	-1%	6%
Cc1cccc(CCN2C(Nc3ccccc3)=NC[C@@H]2C)c1
  nt	nt	-3%	?	0%	-6%	nt
COc1ccc(Br)cc1C(=O)Nc1ccc(O)cc1
  41*	17*	0%	22%	nt	4µM*	-6%
CCOc1ccc(N(Cc2ccccc2F)C2=NC3CS(=O)(=O)CC3S2)cc1 (stereo unspecified)
  7	5	-1%	?	30%	12%	8%

Value order – Shiga toxin inh	CHX counter	Tb PYK inh	Pf growth 48h	Pf growth 96h	HCV inh	LmPK inhibitor
COc1ccc(-n2nc(C(=O)NCC(=O)N3CCCC(C)C3)c3ccccc3c2=O)cc1 (stereo unspecified)
  39	18*	-4%	?	-22%	-3%	1%
CC(C)NC(=O)Cn1c(SCC(=O)N2CCCc3ccccc32)nc2ccccc21
  -2	-3	-3%	-23%	-15%	-11%	-2%
Cc1cc2occ(CC(=O)N(C)CC(=O)Nc3ccc(F)cc3)c2cc1C
  nt	nt	-7%	-7%	16%	?	nt
COc1ccc(/C=N/Nc2ncnc(Cl)c2N)cc1OC
  13	14*	-9%	6%	24%	26%	-5%
Cc1nnc(N(Cc2ccco2)C(=O)c2cccc(C#N)c2)s1
  11	-1	1%	-15%	97%[activator]	4%	-1%
O=C(CSc1nnc(C2CC2)n1C1CC1)c1ccccc1F
  nt	nt	0%	-17%	?	-11%	nt
C=CCOC(=O)CCCCCCCC
  nt	nt	0%	28%	30%	4%	nt
Cc1[nH][nH]c(=O)c1C=NCc1cccc(C(F)(F)F)c1
  -2	-6	-15%	?	6%	3%	7%
Cc1cc(C)cc(NC(=S)Nc2cccc3ccccc23)c1
  -15	-2	-11%	56%[activator]	46%[activator]	?	-11%
Cc1ccccc1NS(=O)(=O)c1ccc(C(=O)NCC2CCCO2)cc1 (stereo unspecified)
  nt	nt	2%	-16%	-3%	17%	nt
NC(=O)NC(c1ccccc1)c1ccccc1F (stereo unspecified)
  -5	1	11%	7%	-24%	-2%	-4%
O=c1nc2ccccn2c2ccc(S(=O)(=O)N3CCCCC3)cc12
  -8	-2	-2%	5.9µM*	6.6µM*	10%	-1%
COC(=O)c1oc2nc(C)cc(C)c2c1N
  -16	-3	0%	23%	?	3%	1%
COc1ccc(C(CNC(=O)CNC(=O)c2cc(OC)c(OC)c(OC)c2)N2CCOCC2)cc1 (stereo unspecified)
  nt	nt	-6%	0%	52%[activator]	6%	nt
Cc1cc(C)c(S(C)(=O)=O)c(Oc2ccc(C(C)(C)C)cc2)n1
  11	5	7%	?	?	-36%	-1%

Value order – Shiga toxin inh	CHX counter	Tb PYK inh	Pf growth 48h	Pf growth 96h	HCV inh	LmPK inhibitor
COc1ccc(CNC(=O)C2CC(=O)N(C3CCCCC3)C2)cc1 (stereo unspecified)
  -6	8	4%	6%	?	9%	7%
CCc1cccc2c(=O)c(C(=O)N3CCCCCC3)c[nH]c12
  23	11	-10%	4%	-6%	1%	-2%
Nc1nc(Sc2c([N+](=O)[O-])cc(C(F)(F)F)cc2[N+](=O)[O-])n[nH]1
  48*	11	-1%	?	?	1%	1%
COC(=O)c1c(NC(=O)COC(=O)[C@@H](NS(=O)(=O)c2ccccc2)C(C)C)sc2c1CCC2
  22	-3	16%	?	-4%	?	2%
CN(C)CCN1C(=O)C(=O)/C(=C(/O)c2ccc(F)cc2)C1c1ccccc1F (stereo unspecified)
  56	6	2%	62%[activator]	nt	2%	-2%
CC(=O)c1cccc(NC(=S)NCc2ccco2)c1
  10	1	-3%	18%	?	-25%	-3%
CC(c1ccco1)N(C(=O)C12CC3CC(CC(C3)C1)C2)c1ccccn1 (stereo unspecified)
  9	9	6%	?	14%	-1%	0%
Cc1cc(C)c(C(=O)CSc2nnc(-c3ccccc3Br)o2)cc1C
  6	-3	-5%	13%	?	1%	0%
COc1ccc(CCNC(=O)COc2ccc(S(=O)(=O)NC(C)C)cc2)cc1OC
  -4	-1	-1%	?	48%[activator]	-13%	0%
CC1=NCCN1S(=O)(=O)c1ccccc1[N+](=O)[O-]
  -5	-3	-1%	31%	79%[activator]	6%	6%
Cc1cccc2c1-c1sc(C(=O)Nc3nccs3)cc1CO2
  118*	66*	-2%	nt	8.3µM*	?	0%
CC1(C)CC(=O)C(N=Nc2cccc(F)c2C#N)=C(O)C1
  -3	-1	0%	16%	9%	-23%	2%
COC(=O)c1ccc(C2/C(=C(\O)c3ccc(OC)c(C)c3)C(=O)C(=O)N2c2cc(C)on2)cc1 (stereo unspecified)
  -18	-2	0%	42%[activator]	0%	15%	4%
Cc1ccc(NC(=O)C(=O)N2CCCC2)cc1Cl
  116*	39*	1%	97%[activator]	40%[activator]	8%	-11%
Cc1cc(C)nc(Nc2ccc(O)cc2)n1
  41	24*	-2%	nt	6%	1%	-7%
CCOc1ccc(S(=O)(=O)N2CCN(C(=O)Cc3ccc(S(=O)(=O)N4CCOCC4)s3)CC2)cc1
  nt	nt	3%	-7%	?	-33%	nt
Cc1ccc(NC(=O)CSCC(=O)Nc2nnc(C3CC3)s2)cc1
  nt	nt	-4%	-14%	8%	-17%	nt

High-throughput results from PubChem.
